Bioassay records (PubChem BioAssay)
XIAP displacement: small molecules displacing peptide from XIAP – biochemical, IAP family, fluorescence polarization (AID 1018). XIAP BIR domain, fluorescence polarization peptide displacement; higher % means a stronger effect. one-dose displacement, % at 20 µM; IC50 in µM for titrated hits. 0.007% of 200,000 active; in the data active means displacement above about 50%; further: a part of the inactive calls stands beside numbers as strong as those of hits
PMI inhibition: human PMI inhibitors, high substrate, primary screen, biochemical, fluorescence intensity, high mannose 6-phosphate (AID 1220) | recombinant PMI enzyme, coupled fluorescence intensity; higher % means a stronger effect | one-dose inhibition, % at 20 µM; IC50 in µM for titrated hits | 0.66% of 190,000 active
KOR beta-arrestin-1: KOR agonists, beta-arrestin recruitment, primary screen, cell-based, luminescence, uHTS (AID 1777). KOR beta-arrestin recruitment, luminescence; higher % means a stronger effect. activation, % at 10 µM; hits with a dose series show EC50 in µM. 0.02% of 280,000 active; in the data active means activation above about 50%, passing the limit was not always enough; further: a part of the inactive calls stands beside numbers as strong as those of hits
human PMI inhibition: MPI enzyme activity inhibition – biochemical, fluorescence intensity, coupled assay, primary screen (AID 1209). purified PMI enzyme, coupled fluorescence intensity; higher % means a stronger effect. inhibition, % at 20 µM; hits with a dose series show IC50 in µM. 0.42% of 190,000 active;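 further: plate controls were DMSO vehicle for no effect and wells lacking substrate for full effect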
TNAP activators: stimulation of alkaline phosphatase TNAP activity – biochemical, luminescent, no phosphate acceptor, uHTS, primary screen (AID 1001); purified TNAP, luminescent activation assay, no phosphate acceptor; higher activation fold means a stronger effect; one-dose activation fold at 20 µM; EC50 in µM for titrated hits; 0.03% of 200,000 active; in the data active means activation fold from about 3, or a potency from the dose series; inactive means the rest, 99 in 100 with activation fold below about 1.6; further: many of its hits are not listed in these tables
KOR beta-arrestin-2: kappa opioid receptor blockers – cell-based, luminescence, uHTS (AID 1778) | KOR beta-arrestin recruitment, luminescence, antagonist mode; higher % means a stronger effect | inhibition, % at 10 µM; hits with a dose series show IC50 in µM | 0.091% of 290,000 active; further: strong numbers were not always called active
HEK293 NOD2/NF-kB: NOD2 signaling inhibitors, cell-based, luminescence, uHTS, HEK293 (AID 1566) | HEK293 NOD2/NF-kB luciferase reporter, luminescence; higher % means a stronger effect | inhibition, % at 4 µM; hits with a dose series show EC50 in µM | 0.63% of 290,000 active; further: many of its hits are not listed in these tables
LYP inhibition: inhibitors of LYP phosphatase, biochemical, fluorescence intensity, uHTS (AID 1779); recombinant LYP phosphatase, fluorescence intensity; higher % means a stronger effect; inhibition, % at 11.5 µM, or IC50 in µM where a hit was titrated; 0.054% of 290,000 active;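 further: plate controls were vehicle with enzyme for no effect and no enzyme for full effect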
NOD1 NF-kB reporter: inhibition of NOD1-driven NF-kB reporter – cell-based, luminescence, uHTS, primary screen (AID 1578); NOD1-driven NF-kB luciferase reporter cells, luminescence; higher % means a stronger effect; one-dose inhibition, % at 4 µM; EC50 in µM for titrated hits; 1% of 290,000 active; in the data active means inhibition mostly above about 36%, no sharp cut-off; inactive means mostly below about 34%;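 further: HEK-293T reporter cells stimulated with the NOD1 agonist gamma-tri-DAP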
Numbers without * were called inactive; . = not tested or not shown; [ ] = another dose, or the depositor's remark. Unless noted, no stated cut-off is given here; in the data, active means inhibition above about 50%; inactive means the rest. Only part of the results is shown (hit frequency here may not be typical).

SMILES	XIAP displacement	PMI inhibition	KOR beta-arrestin-1	human PMI inhibition	TNAP activators	KOR beta-arrestin-2	HEK293 NOD2/NF-kB	LYP inhibition	NOD1 NF-kB reporter
NC(=O)c1ccc(-n2nnnc2Oc2ccccc2C(=O)N2CCOCC2)cc1	-10%	11%	-0.8%	7%	1.1	-17%	0%	-1%	-3%
CCn1c(CNC(=O)Cc2ccc(OC)cc2)nnc1SCC(=O)Nc1ccc(C(=O)O)cc1	-3.2%	-6%	-0.6%	-2%	1	-18%	14%	-9%	-3%
Cc1ccc(CSc2nnc(-c3ccccn3)n2C)cc1	-1.7%	0%	4.7%	8%	1.1	-5%	-15%	-7%	-26%
O=C(CCNC(=O)c1ccccc1Cl)Nc1nccs1	-7.2%	1%	-5.8%	0%	1.1	19%	15%	-7%	-10%
CC1CC(C)CN(C(=O)c2ccc(CSc3nc4ccncc4[nH]3)cc2)C1 (configuration not stated)	-0.2%	5%	0.1%	-4%	0.9	4%	7%	-3%	-23%
COc1cc(CN2CCN(C(=O)c3ccc(-c4ccccc4)cc3)CC2)cc(OC)c1OC	-3.9%	.	.	.	1.1	-61%[20 µM]	6%	0%	-26%
COc1cccc(C2C(C(=O)c3sc(C)nc3C)=C(O)C(=O)N2CCN2CCOCC2)c1OC (configuration not stated)	-2.5%	-41%	-3.4%	-43%	1.1	28%	9%	0%	-13%
CC(=O)NCCC(=O)Nc1nc(-c2ccc3c(c2)OCCO3)cs1	.	.	7.0%	.	.	-32%	-13%	-4%	-34%
O=c1oc2ccccc2c(O)c1C=NCc1ccccn1	-1.0%	4%	-4.2%	6%	0.7	-5%	8%	-2%	10%
CCc1ccc(C(=O)NC(=S)Nc2ccc3c(c2)OCCO3)cc1	1.2%	11%	-2.9%	20%	1.1	9%	-31%	2%	-17%
COc1ccc(NC(=O)c2cccnc2)cc1OCC(C)C	.	.	-2.5%	.	.	-46%[20 µM]	4%	-9%	5%
O=C(NC1CCCC1)c1ccc2nc(-c3ccco3)c(-c3ccco3)nc2c1	-4.2%	22%	-1.1%	4%	1.1	22%	6%	-6%	-58%
CCCS(=O)(=O)N1CCc2cc(OC)c(OC)cc2C1	-5.6%	5%	2.5%	1%	1.1	10%	6%	-6%	-17%
CN(C)CCCNc1oc(-c2ccccc2)nc1C#N	-2.4%	-7%	0.7%	-9%	1.1	6%	15%	-16%	-11%
O=C(Cc1ccccc1)N/N=C/c1ccc(S(=O)(=O)O)o1	.	.	3.6%	.	.	-41%	-1%	1%	-8%
CC(C)(C)c1cc(C(=O)N2CCc3ccccc32)ccn1	-9.5%	0%	3.4%	0%	1.2	17%	-6%	-6%	-1%
Cc1ccc(NC(=S)N2CCCCCC2)c(C)c1	.	.	2.9%	.	.	-2%	-13%	-11%	-39%
Cn1c(=O)c2c(nc(N3CCc4ccccc4C3)n2Cc2ccccc2F)n(C)c1=O	1.9%	-4%	-1.8%	-1%	1.1	-33%	14%	-2%	-27%
COc1cc2c3c(c1OC)C1(C=CC(=O)C=C1)CC3N(C(=O)CCC(=O)O)CC2 (configuration not stated)	.	.	5.0%	.	.	14%	-10%	-11%	-4%
O=C(COc1ccccc1)N1CCN=C1SCc1ccc(F)cc1	.	.	-0.4%	.	.	3%	15%	-3%	-11%
COC(=O)C1=C(COc2ccccc2)NC(=O)NC1c1ccc(Br)cc1 (configuration not stated)	-11%	6%	-0.5%	4%	1.1	-21%	-2%	-2%	31%
COc1cc(NC(=O)CN2c3ccccc3CC2C)cc(OC)c1OC (configuration not stated)	0.4%	-5%	4.3%	-1%	1.1	-26%	-3%	4%	-7%
CC(C)CCn1c(=O)c(C(=O)N/N=C/c2cccc(F)c2)c(O)c2ccccc21	-3.6%	-8%	5.6%	-4%	1.1	-9%	-4%	-6%	-34%
O=C(CSc1nnc(C2CC2)n1Cc1ccccc1)c1ccc(S(=O)(=O)N2CCOCC2)cc1	1.1%	-25%	-1.1%	-13%	0.9	12%	7%	-8%	-12%
CCCOc1ccc(-c2nnc(-c3ccco3)o2)cc1	1.7%	-1%	0.2%	0%	1.1	20%	-168%	-8%	-12%
Cc1ccc(N=c2c([N+](=O)[O-])nn(-c3ccccc3)n2O)c(C)c1	-0.6%	-17%	4.0%	0%	1	-16%	-54%	0%	-27%
CN1CCN(c2nc(N3CCN(c4ccccc4)CC3)ncc2F)CC1	-0.3%	6%	2.5%	6%	1.1	-12%	0%	-4%	-7%
O=C(NC1CCS(=O)(=O)C1)/C(=C/c1ccco1)NC(=O)c1ccccc1 (configuration not stated)	-6.1%	-4%	0.2%	-10%	1.1	-6%[20 µM]	12%	1%	-18%
O=C(C1CCCN1S(=O)(=O)c1cccc2nsnc12)N1CCN(c2ccccc2)CC1 (configuration not stated)	.	.	0.7%	.	.	-2%	-1%	-9%	-7%
COc1c(C)cc(S(=O)(=O)NCc2ccccn2)c(C)c1C	.	.	-2.9%	.	.	-55%[20 µM]	10%	-10%	-17%
Cc1ccc(S(=O)(=O)NC(CC(C)C)C(=O)N2CCCC2)cc1 (configuration not stated)	.	.	-4.1%	.	.	20%	-14%	-2%	4%
CCC1CCCCN1C(=O)c1sc2nc(C)nc(N(CC)CC)c2c1C (configuration not stated)	-7.2%	-7%	-2.8%	-10%	1.1	2%	15%	-3%	-16%
O=C1c2ccccc2C(=O)N1CCCCCc1nc(-c2ccccc2)no1	-5.0%	10%	-0.2%	14%	1.1	29%	3%	0%	-19%
C=C1N(CCCCCC(=O)O)C(=O)OC12CCCCC2	-0.1%	6%	-3.9%	10%	1.1	3%	6%	-9%	-2%
Cc1cc(C)n2nc3ccccc3c2n1	-1.1%	4%	8.3%	4%	1.1	-15%	5%	-2%	-8%
COc1ccc(C(=O)NCCc2cc3c(OC)ccc(OC)c3[nH]c2=O)cc1OC	-6.3%	17%	-6.4%	12%	1.1	11%	14%	-1%	-16%
O=C(Nc1ccc(N2CCN(Cc3ccccc3Cl)CC2)cc1)c1cccnc1	-5.0%	3%	-3.5%	7%	1.1	13%	10%	4%	-16%
C/C(=N/NC(=O)c1cccs1)c1ccc(NC(=O)COc2ccc(Cl)cc2Cl)cc1	-6.0%	0%	6.3%	14%	1.1	-30%	-20%	-8%	-13%
Cc1nn(C)cc1CN1CCC(CO)(CCOc2ccccc2)CC1	-3.2%	1%	-3.4%	6%	1	6%	9%	-9%	-15%
COc1ccc(NC2CCCN(C(=O)C3(C)CCCCC3)C2)cc1 (configuration not stated)	.	.	2.8%	.	.	7%	21%	-6%	12%
Cc1ccc(CSCc2ccc(C(=O)NCC3CCCO3)o2)cc1 (configuration not stated)	-2.9%	1%	3.7%	-6%	1.1	-18%	6%	-4%	-11%
CCN(CC)S(=O)(=O)N1CCC(C(=O)NCC2COc3ccccc3O2)CC1 (configuration not stated)	-4.7%	-10%	-2.5%	-11%	1.1	-11%	4%	-4%	-15%
CCCc1nnc(NC(=O)CCC(=O)NCc2ccccc2)s1	.	.	-4.0%	.	.	-22%	-23%	-11%	-12%
O=C(COCC(=O)N/N=C/c1ccccc1F)N/N=C/c1ccccc1F	-4.1%	8%	-4.4%	18%	1.1	5%	19%	-4%	-5%
CC(=O)CCc1ccc2oc(C(=O)O)c(C)c2c1	-3.7%	2%	-3.0%	-1%	1	32%	-4%	2%	26%
COc1ccc2oc(C(=O)N3CCN(S(=O)(=O)c4cccc([N+](=O)[O-])c4)CC3)c(C)c2c1	.	.	16%	.	.	-18%	-3%	-4%	-28%
CC(C)C(NS(=O)(=O)c1cccs1)C(=O)N1CCc2ccccc2C1 (configuration not stated)	-2.0%	4%	0.0%	2%	1.1	19%	13%	-2%	-3%
C=CCn1c(-c2cccc(OC)c2)n[nH]c1=S	-0.5%	10%	7.2%	-5%	0.8	22%	3%	2%	-31%
CCCc1nc2oc3c(NCCOCCO)ncnc3c2c2c1COC(C)(C)C2	9.7%	8%	-2.3%	10%	1.1	-28%	6%	-10%	13%
CN1C(=O)C(C)(C)N(C(=O)c2cccc([N+](=O)[O-])c2)c2ccccc21	.	.	1.5%	.	.	22%	15%	-10%	7%
CCOC(=O)C1=NN(c2ccccc2)C(c2ccccc2)CC1=O (configuration not stated)	-4.7%	6%	2.9%	-4%	1	3%	11%	0%	-21%
COc1ccc(-c2nnc(SCC3CCCO3)n2C)cc1 (configuration not stated)	-1.4%	-12%	-2.3%	-14%	1.1	24%	-13%	-8%	9%
Cc1cc(NC(=O)C2CC(c3cccc(Br)c3)=NO2)no1 (configuration not stated)	-3.6%	6%	1.6%	6%	1.1	15%	1%	-7%	7%
O=C(N/N=C/c1ccco1)c1ccc(NC(=O)c2ccccc2Cl)cc1	-4.4%	-1%	-1.4%	-2%	1.1	13%	-2%	5%	-21%
COc1cc(C#N)ccc1OCC(=O)Nc1ccc(C)c(S(=O)(=O)N2CCOCC2)c1	-7.2%	-3%	-4.4%	1%	1.2	14%	3%	1%	-37%
NC(=O)[C@H]1CC2(CC(c3cccc(NC(=O)COc4ccc(Cl)cc4)c3)=NO2)CN1C(=O)[C@H]1CCC(=O)N1 (some centres not stated)	.	.	4.2%	.	.	10%	15%	-6%	-4%
O=C(COC(=O)c1cccc(S(=O)(=O)N2CCc3ccccc3C2)c1)NCc1ccco1	0.3%	-25%	-2.3%	-1%	1	12%	2%	1%	2%
CC(=O)Nc1sc(C)c(C)c1C(=O)OCCOc1ccccc1	.	.	0.2%	.	.	-1%	-125%	2%	-84%
Cn1c(N)c(C(=O)COC(=O)C2CCC(C(C)(C)C)CC2)c(=O)n(C)c1=O (configuration not stated)	-5.1%	3%	2.0%	14%	1	-17%	10%	0%	20%

Rewritten with bars between the fields: entries from further up
smiles | XIAP displacement | PMI inhibition | KOR beta-arrestin-1 | human PMI inhibition | TNAP activators | KOR beta-arrestin-2 | HEK293 NOD2/NF-kB | LYP inhibition | NOD1 NF-kB reporter
CN1CCN(c2nc(N3CCN(c4ccccc4)CC3)ncc2F)CC1 | -0.3% | 6% | 2.5% | 6% | 1.1 | -12% | 0% | -4% | -7%
O=C(NC1CCS(=O)(=O)C1)/C(=C/c1ccco1)NC(=O)c1ccccc1 (configuration not stated) | -6.1% | -4% | 0.2% | -10% | 1.1 | -6%[20 µM] | 12% | 1% | -18%
O=C(C1CCCN1S(=O)(=O)c1cccc2nsnc12)N1CCN(c2ccccc2)CC1 (configuration not stated) | . | . | 0.7% | . | . | -2% | -1% | -9% | -7%
COc1c(C)cc(S(=O)(=O)NCc2ccccn2)c(C)c1C | . | . | -2.9% | . | . | -55%[20 µM] | 10% | -10% | -17%
Cc1ccc(S(=O)(=O)NC(CC(C)C)C(=O)N2CCCC2)cc1 (configuration not stated) | . | . | -4.1% | . | . | 20% | -14% | -2% | 4%
CCC1CCCCN1C(=O)c1sc2nc(C)nc(N(CC)CC)c2c1C (configuration not stated) | -7.2% | -7% | -2.8% | -10% | 1.1 | 2% | 15% | -3% | -16%
O=C1c2ccccc2C(=O)N1CCCCCc1nc(-c2ccccc2)no1 | -5.0% | 10% | -0.2% | 14% | 1.1 | 29% | 3% | 0% | -19%
C=C1N(CCCCCC(=O)O)C(=O)OC12CCCCC2 | -0.1% | 6% | -3.9% | 10% | 1.1 | 3% | 6% | -9% | -2%
Cc1cc(C)n2nc3ccccc3c2n1 | -1.1% | 4% | 8.3% | 4% | 1.1 | -15% | 5% | -2% | -8%
